Screening data: PubChem BioAssay, National Center for Advancing Translational Sciences (NCATS)
TCR act: activators of T cell receptors | AID 504894 | 330,000 tested, under 10 active | Potency, µM (highest dose often 9.22 µM), for inactives: at the top dose activation of IL-2 secretion, actives largely listed as activators | primary human leukocytes, anti-CD3, IL-2 HTRF, 48 h; further: % of control where 0% means no effect
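Primary human leukocytes incubated 48 hr with anti-CD3 beads plus compound, without co-stimulation. Secreted IL-2 measured by HTRF (europium cryptate/d2 anti-IL-2 pair, 320 nm excitation, 665 nm emission).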
PTAP TSG101 blk: blocks PTAP/TSG101 interaction to inhibit HIV-1 budding. Fluorescence polarization, FITC-PTAP peptide / Tsg101 binding. Potency, µM (series often up to 115 µM), inactives show at the top dose activity change, negative = inhibition, most hits filed as inhibitors. 340,000 tested, under 10 active. AID 493005; active means well fitted inhibition curve with a large enough effect in the main read-out, with a control signal flat, not every such curve was filed as active; inconclusive means small, poorly fitted or top-dose-only effect, or effect the other way, or a change in a side signal; inactive means no such curve, though single readings can be large or run the other way; further: potency means the concentration at half of the fitted maximal effect; % of control where 0% means no effect
Target sequence (Q99816 whole entry, looked up): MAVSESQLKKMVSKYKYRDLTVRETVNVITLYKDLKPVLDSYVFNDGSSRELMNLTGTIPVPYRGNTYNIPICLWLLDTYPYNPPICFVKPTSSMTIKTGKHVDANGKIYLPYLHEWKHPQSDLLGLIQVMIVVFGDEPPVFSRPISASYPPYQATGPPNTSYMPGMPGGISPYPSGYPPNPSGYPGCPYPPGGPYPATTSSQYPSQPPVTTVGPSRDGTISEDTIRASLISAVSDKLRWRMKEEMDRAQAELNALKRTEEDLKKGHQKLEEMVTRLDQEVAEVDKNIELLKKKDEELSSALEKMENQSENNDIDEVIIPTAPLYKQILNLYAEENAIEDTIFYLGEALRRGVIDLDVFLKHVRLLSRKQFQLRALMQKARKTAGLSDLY
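FP read-out: FITC-PTAP peptide, 50 nM final, binding Tsg101 binding domain, 10 uM final; 20 min, r.t.; 10 mM HEPES pH 7.5, 0.15 M NaCl, 0.01% Tween 20, 3 mM EDTA, 0.1 mM TCEP.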
A-T KAP1 phos: potential ataxia-telangiectasia treatments restoring KAP-1 phosphorylation; hit rate 0.19% among 320,000; AID 485349; Potency, µM (highest dose often 57.5 µM), inactives show at the highest dose activation, actives largely listed as activators; […] A-T fibroblasts, KAP-1 phosphorylation AlphaLISA; neocarzinostatin DNA damage 30 min before lysis; further: potency means the concentration at half of the fitted maximal effect; % of control where 0% means no effect; nearly all actives have a fitted effect of over 45% in size
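hTERT-immortalized A-T patient fibroblasts ([…]), 500 cells/well in OPTI-MEM, 1% FBS, got compounds for 60 min, then NCS for 30 min at 37C. Lysates were then assayed for phospho-KAP-1 by AlphaLISA (anti-pKAP1 donor, anti-KAP1 acceptor beads), 6 hr at 25C.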
MLL CXXC-DNA inh: blocks binding of human MLL CXXC domain to DNA. Potency, µM (doses to about 115 µM), without a hit: at the highest dose activity change, negative = inhibition, most hits filed as inhibitors. hit rate 0.037% among 290,000. MLL-CXXC / FITC-HOXA9 DNA fluorescence polarization. Q03164; active means well fitted inhibition curve with a large enough effect in the polarisation, with a control signal flat, not every such curve was filed as active; inconclusive means small, poorly fitted or top-dose-only effect, or effect the other way, or a change in a side signal; inactive means no such curve, though single readings can be large or run the other way; the % refers to the polarisation; further: potency means the concentration at half of the fitted maximal effect
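Steps: dispense CXXC domain solution (7 uM) → pin compounds or unlabeled HOX-A9 DNA control → 5 min ambient → add FLSN-HOX-A9 solution (50 nM) → spin → 30 min ambient → fluorescence polarization. Tris pH 7.5/NaCl/DTT/BSA buffer.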
a7 integrin act: integrin-mediated muscular dystrophy alleviation activation; alpha7betagal myoblasts, beta-gal FDG fluorescence, 48 h; Potency, µM (series often up to 38.3 µM), inactives show at the top dose activation, actives largely listed as activators; hit rate 0.064% among 350,000; AID 624291;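 further: potency means the concentration at half of the fitted maximal effect; 100% = response of the positive control SU9516; nearly all actives have a fitted effect of over 60% in size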
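Alpha7betagal+/- myoblasts (passage 13) were plated 16-24 hr, then exposed to compounds (1:260 dilution of DMSO stock) for 48 hours at 37C. After MPER lysis, β-galactosidase reporter activity was read as FDG fluorescence (ex 480/em 540) after 30 minutes.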
MBNL1-CUG inh: inhibitors of human MBNL1 binding to CUG repeat RNA; TR-FRET MBNL1-His/biotin-(CUG)12 binding, 665/545 ratio; hit rate 0.036% among 280,000; Potency, µM (top dose mostly 57.5 µM), inactives show top-dose activity change, negative = inhibition, hits mostly inhibitors; active means well fitted inhibition curve with a large enough effect in the signal ratio, with a control signal flat, not every such curve was filed as active; inconclusive means small, poorly fitted or top-dose-only effect, or effect the other way, or a change in a side signal; inactive means no such curve, though single readings can be large or run the other way; the % refers to the signal ratio; further: potency means the concentration at half of the fitted maximal effect; on the % scale 0 is the no-effect control and ±100 the full control effect
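Compounds (final 92 nM to 58 uM) are added to His-tagged MBNL1 and biotin-(CUG)12, then terbium anti-His antibody and streptavidin-XL665 (5 nM final). After 60 min at room temperature, the 665/545 nm ratio is read.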
ASM inhibitor: blocks human secretory acid sphingomyelinase; AID 504937; Potency, µM (doses to about 57.5 µM), without a hit: at the top dose activity change, negative = inhibition, hits mostly inhibitors; placental ASM, HMU-PC fluorogenic substrate, 60 min; hit rate 0.006% among 340,000; further: potency means the concentration at half of the fitted maximal effect
Target sequence (P17405 47-631 limits assumed): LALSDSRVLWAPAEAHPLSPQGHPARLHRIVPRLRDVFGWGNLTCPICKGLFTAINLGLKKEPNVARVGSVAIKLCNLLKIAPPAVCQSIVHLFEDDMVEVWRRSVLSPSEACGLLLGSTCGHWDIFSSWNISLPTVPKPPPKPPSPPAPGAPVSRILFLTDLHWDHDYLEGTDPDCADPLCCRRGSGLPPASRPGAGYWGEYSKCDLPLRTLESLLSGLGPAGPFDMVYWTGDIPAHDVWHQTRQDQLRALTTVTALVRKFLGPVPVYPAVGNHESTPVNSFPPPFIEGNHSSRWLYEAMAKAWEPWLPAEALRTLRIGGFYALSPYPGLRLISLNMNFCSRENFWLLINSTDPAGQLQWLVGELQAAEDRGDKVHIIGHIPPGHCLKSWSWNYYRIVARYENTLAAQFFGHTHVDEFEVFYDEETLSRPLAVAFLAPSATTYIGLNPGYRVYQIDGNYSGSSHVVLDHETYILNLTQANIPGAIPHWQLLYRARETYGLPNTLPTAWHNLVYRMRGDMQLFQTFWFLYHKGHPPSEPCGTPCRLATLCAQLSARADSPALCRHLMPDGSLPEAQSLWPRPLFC
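Steps: dispense placental human ASM, pin compound, wait 10 min at room temperature, add HMU-PC0 substrate at 9 uM final, incubate 60 min at 37 °C, add stop solution raising pH to 10, read fluorescence.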
Mito fusion act: inhibitors of mitochondrial division or activators of mitochondrial fusion | S. cerevisiae fusion-defective mutant growth rescue, CellTiterGlo 48 h | Potency, µM (doses to about 46.1 µM), inactives show at the top dose growth rescue (activation), usual class: activators | AID 485298 | hit rate 0.23% among 320,000;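 further: potency means the concentration at half of the fitted maximal effect; % of control where 0% means no effect; nearly all actives have a fitted effect of over 45% in size; temperature-sensitive fusion mutants such as fzo1-1 at 37 °C on non-fermentable ethanol glycerol medium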
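Temperature-sensitive fusion-defective S. cerevisiae (e.g. fzo1-1, mgm1-5) were grown with compound in YPEG medium (3% ethanol, 3% glycerol) for 48 hours at 37C. Growth rescue was measured as viability by CellTiterGlo luminescence after 10 minutes at ambient.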
Menin-MLL TR inh: displaces Texas Red mutant MLL peptide from human menin. Menin + Texas Red MLL mutant peptide, fluorescence polarization. Potency, µM (doses to about 61.6 µM), for inactives: at the highest dose FP activity change, negative = inhibition, most hits filed as inhibitors. hit rate 0.23% among 270,000; active means well fitted inhibition curve with a large enough effect in the polarisation, with a control signal flat, not every such curve was filed as active; inconclusive means small, poorly fitted or top-dose-only effect, or effect the other way, or a change in a side signal; inactive means no such curve, though single readings can be large or run the other way; the % refers to the polarisation; further: potency means the concentration at half of the fitted maximal effect; % of control where 0% means no effect; many of its hits are not listed in these tables
TSHR antagonist: antagonists of human thyroid stimulating hormone receptor; P16473; TSHR-expressing cells, TSH-stimulated cAMP HTRF, 2 h; stronger effect = lower value; activity change, negative = inhibition, % at 11.5 µM; hit rate 0.2% among 330,000; AID 504810;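 active means activity change below a set negative limit, meaning inhibition stronger than a set level, cut at about -70% in these data; inconclusive means activity change between two set negative limits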; further: on the % scale 0 is the no-effect control and ±100 the full control effect
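Antagonism was scored as loss of TSH-driven cAMP in TSHR cells, stimulated with 4nM TSH (EC80) for 2 hours at 37 deg C and detected by homogeneous HTRF competition immunoassay.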
An asterisk follows results filed as active; ? = inconclusive; . = no result given; & = joins results of further samples; [ ] = another dose, or the depositor's remark. Unless noted, the call rests on the fitted dose curve; in most records, active means well fitted curve in the direction sought with a large enough effect; inconclusive means small, poorly fitted or top-dose-only effect, or another doubt; inactive means no such curve, though single readings can be large; an effect the other way counts as inactive or inconclusive. An excerpt; the hit share may differ from the screen's.

SMILES	TCR act	PTAP TSG101 blk	A-T KAP1 phos	MLL CXXC-DNA inh	a7 integrin act	MBNL1-CUG inh	ASM inhibitor	Mito fusion act	Menin-MLL TR inh	TSHR antagonist
CCc1ccc(CNC(=O)c2ccc(NC(=O)C3=CSCCO3)cc2)cc1	-6%	-4%	1%	3%	22%	4%	-2%	4%	.	-18
CSc1nc(-c2ccc(Cl)cc2)nc(N)c1C#N	1%	-2%	1%	1%	-19%	3%	-5%	4%	.	3
COc1ccc2[nH]c(C(=O)N/N=C/c3ccc(OC)c(O)c3)cc2c1	5%	3%	-10%	11%	-18%	?	-7%	9%	12%	-4
Cn1cc([N+](=O)[O-])cc1-c1nc2ccccc2n1C	4%	-4%	4%	7%	-6%	?	-3%	0%	?	1
Cn1c(NC(=O)Cc2cccs2)cc(=O)n(C)c1=O	0%	0%	7%	1%	-36%	11%	-1%	-3%	-5%[11.7 µM]	-4
CCOc1ccc(CN2CCN(CCCc3ccccc3)C(CCO)C2)cc1 (stereo not drawn)	5%	0%	1%	6%	-12%	0%	3%	-11%	3%	5
CC(=O)c1ccc(NC(=O)CSc2nc3[nH]ncc3c(=O)[nH]2)cc1	-3%	-1%	0%	.	-41%	.	2%	-4%	.	2
COC(=O)C1=C(C(=O)OC)SC(=C2C(=S)C(C)(C)N(C(=O)CC(C)C)c3ccccc32)S1	4%	-6%	0%	0%	12%	-4%	-12%	-1%	?	5
COc1ccccc1NC(=O)C(=O)NCc1ccncc1	-3%[46.1 µM]	-3%	-8%	2%	3%	-7%	-2%	-6%	5%	9
Cc1ccc(-c2nnc(N3CCC(C)CC3)c3ccccc23)cc1C	-2%	0%	17%	-6%	-67%[inhibitor]	3%	-3%	2%	?	-6
O=C(CNS(=O)(=O)c1ccccc1)N/N=C\c1ccc(Cl)cc1	-1%[46.1 µM]	2%	-3%	-5%	-38%	11%	-4%	-14%	7%	18
CCOC(=O)C1CCN(c2c(NCc3ccc(C(=O)N(C)Cc4ccccc4)cc3)c(=O)c2=O)CC1	7%	-1%	-4%	-7%	-2%	2%	3%	-3%	-25%	-6
CC1CCCN(C(=O)c2ccc(Cl)c(S(=O)(=O)N3CCCCCC3)c2)C1 (stereo not drawn)	-2%	-1%	1%	.	-3%	.	-3%	6%	.	-19
CC(NC(=O)COc1ccc(S(=O)(=O)N2CCOCC2)cc1)c1ccccc1 (stereo not drawn)	11%	-3%	1%	.	2%	.	2%	-2%	.	10
Cc1ccc(NS(=O)(=O)c2ccc3c(c2)N(C)CCO3)cc1	0%	0%	-3%	9%	-51%[inhibitor]	-1%	-1%	0%	.	-9
O=C(NCc1ccc(F)cc1)C1CCCN(c2nc3ccsc3c(=O)s2)C1 (stereo not drawn)	-6%	-5%	6%	-2%	0%	0%	35%[activator]	-1%	1%	-8
CCNc1nc(NC(C)C)nc(NS(=O)(=O)c2ccc(Cl)cc2)n1	0%	1%	-3%	-6%	19%	-18%	-2%	-7%	-8%	-9
CCOc1ccc(CN2CCN(Cc3ccon3)CC2CCO)cc1 (stereo not drawn)	-1%	3%	3%	-2%	-21%	-8%	0%	2%	11%	-5
CC(=O)Nc1ccc2nc(SCC(=O)NCCOc3ccccc3)sc2c1	1%	1%	1%	-6%	0%	-4%	6%	-16%	5%	2
O=C(NCCN1CCN(S(=O)(=O)c2ccc(F)cc2)CC1)C(=O)NCc1ccccc1	-5%	0%	4%	16%	0%	-4%	1%	7%	-3%	-7
O=C(O)CSc1nnc(COc2ccc([N+](=O)[O-])cc2)n1-c1ccccc1	-20%	1%	-1%[11.5 µM]	-6%	?	?	6%	-11%	-2%	15
COc1cc(C(=O)O/N=C(\N)Cc2ccc([N+](=O)[O-])cc2)cc(OC)c1OC	-1%	-2%	-4%	9%	-17%	?	-1%	4%	.	-3
O=C(/C=C/c1ccc2c(c1)OCO2)NCc1ccncc1	18%	2%	2%	-7%	13%	?	6%	-1%	.	22
CCOc1ccc2nc3cc(NCc4ccc(OC)cc4)ccc3c(N)c2c1	-3%	?	0%	7%	-73%[inhibitor]	14%	113%[activator]	-4%	11µM*	2
COc1ccc(N2CCN(CC(O)COc3ccc4c(c3)CCC4)CC2)cc1 (stereo not drawn)	-4%	-11%	-13%	-7%	-32%	2%	-2%	-4%	-7%	30
COc1ccc(-c2n[nH]c(=S)n2-c2ccc(C)cc2)cc1	-7%	-13%	14%	6%	-9%	-3%	-2%	3%	.	-4
CC(=O)Nc1ccc(S(=O)(=O)N2CCN(C(=O)CCC3CCCC3)CC2)cc1	3%	-4%	-2%	-4%	-22%	-5%	0%	0%	-9%	-7
COc1ccc(C(=S)N2CCN(c3cccc(Cl)c3)CC2)cc1	-1%	-3%	0%&3%	1%&1%	-8%	0%	3%	5%&19%	.	-9&-9
N#Cc1c(NC(=O)CSc2nnc(-c3ccco3)n2-c2ccccc2)sc2c1CCC2	-5%	-7%	-4%	23%	0%	3%	-2%	0%	.	-1
CC(C)(C)[C@H]1CCC(=O)N([C@H](CC#N)Cc2ccccc2)CC1	1%	2%	8%	5%	30%	-13%	-1%	6%	-7%	4
O=C(NCCc1ccccc1F)[C@@H]1CSC2c3ccccc3C(=O)N21 (stereo partly drawn)	8%	-6%	-7%	-1%	-18%	-6%	-1%	2%	-8%	-3
Cc1ccccc1NC(=O)CN(C)S(=O)(=O)c1cccs1	1%	-2%	-6%	9%	-44%	-9%	-1%	-4%	21%	29
C(=N\Nc1nn2cnnc2c2ccccc12)/c1ccco1	2%	-5%	1%	13%	17%	?	4%	-3%	?	3
CC1CCN(S(=O)(=O)c2ccc3c(c2)N(CC(=O)NCCCN2CCCCC2C)C(=O)CS3)CC1 (stereo not drawn)	4%	-1%	3%	-2%	?	-1%	0%	0%	.	1
CCOC(=O)C1=C(CNC(C)(C)CC(C)(C)C)NC(=O)NC1c1cccc([N+](=O)[O-])c1 (stereo not drawn)	-5%	-1%	0%	-1%	17%	14%	-3%	-11%	?	3
COc1ccc(S(=O)(=O)NCc2ccncc2)cc1NC(=O)c1ccccc1	-13%	1%	35%	.	8%	.	1%	4%	.	-4
COc1ccc(-c2oc3cc(O)c(OC)c(O)c3c(=O)c2OC)cc1O	-1%	-3%	.	.	-19%	.	-4%	.	.	.
CCOC(=O)C1=C(COC(=O)/C=C/c2cc(OC)c(OC)c(OC)c2)NC(=O)NC1C (stereo not drawn)	6%	.	0%	4%	-6%	-1%	-4%	0%	.	6
Cc1nnsc1C(=O)NC1CCCc2c1cnn2-c1ccccc1F (stereo not drawn)	1%	-8%	2%	-6%	-36%	0%	1%	-3%	.	-18
COc1ccccc1CNC(=O)CN(C)S(=O)(=O)c1ccc(Br)s1	-5%	-6%	-2%	-6%	-3%	-2%	1%	11%	2%	-2
Cc1ccc2nc(Cc3ccc(N)cc3)[nH]c2c1	1%	-1%	-9%	1%	18%	3%	2%	-2%	16%	-4
Cc1nn(-c2ccccc2)c(Cl)c1/C=N/NC(=O)OC(C)(C)C	5%[46.1 µM]	-3%	-1%	?	0%	-4%	0%	9%	-11%	-14
CC(C)CCNC(=O)C1CCCN1C(=O)NC1CCCCC1 (stereo not drawn)	-3%[46.1 µM]	-3%	.	-2%	-7%	4%	4%	-3%	0%	1
COC(=O)CCCCCN1C(=O)NC(c2ccc(-c3ccccc3)cc2)C(C(=O)OCc2ccccc2)=C1C (stereo not drawn)	4%	-1%	9%	0%	12%	14%	-5%	-1%	-3%&-8%	2
CCOc1ccc(OCC)c(NC(=O)CN2CCN(c3cccc(C)c3)CC2)c1	1%[46.1 µM]	-2%	0%	-4%	-38%[inhibitor]	1%	-5%	5%	-21%	5
O=[N+]([O-])c1ccccc1/C=N/N1CCN(c2ccccn2)CC1	2%	2%	-7%	0%	-7%	?	-5%	1%	-25%	-1
CCCn1c(SCC(=O)c2ccc3c(c2)OCCO3)nnc1C(C)C	-13%	-6%	2%	3%	-51%[inhibitor]	-4%	1%	-7%	-7%	2
